Bioassay records deposited in PubChem BioAssay by National Center for Advancing Translational Sciences (NCATS).
PI4K2A block: inhibitors of human PI4K2A; activity change, negative = inhibition, % at 76.9 µM; 0.13% of 420,000 active; Q9BTU6; purified PI4K2A, ADP-Glo luminescence, 1 h; active compounds read low; in the data active means activity change below about -50%; inconclusive means mostly about -30% to -49%;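 further: -100% = wells without enzyme as full effect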
Target sequence (Q9BTU6 whole entry, looked up): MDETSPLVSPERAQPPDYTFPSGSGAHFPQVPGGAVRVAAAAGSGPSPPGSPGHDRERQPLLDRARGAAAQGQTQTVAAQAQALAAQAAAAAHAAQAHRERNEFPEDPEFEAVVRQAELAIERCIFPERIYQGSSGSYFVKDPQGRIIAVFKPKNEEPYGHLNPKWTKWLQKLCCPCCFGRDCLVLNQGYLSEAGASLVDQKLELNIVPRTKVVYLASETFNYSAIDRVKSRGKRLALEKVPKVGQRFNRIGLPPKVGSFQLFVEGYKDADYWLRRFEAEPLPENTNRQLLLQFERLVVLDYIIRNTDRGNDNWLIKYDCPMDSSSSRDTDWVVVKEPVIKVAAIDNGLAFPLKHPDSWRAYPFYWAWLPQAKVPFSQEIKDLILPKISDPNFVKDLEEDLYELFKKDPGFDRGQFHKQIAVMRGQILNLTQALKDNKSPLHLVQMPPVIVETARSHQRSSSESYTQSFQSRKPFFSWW
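Compounds are screened against recombinant PI4K2A using PI as substrate and ATP, the latter dispensed at 300 microM. Reactions run one hour at ambient temperature before ADP-Glo detection; full inhibition defined by wells lacking enzyme.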
Glioma ERSR ind: inducers of ER stress response in human glioma cells; Potency, µM, for the others: top-dose activation, hits mostly activators; AID 602332; U87-MG GRP78 promoter luciferase reporter, 16 h; 0.02% of 420,000 active; further: potency means the concentration at half of the fitted maximal effect; series mostly up to about 76 µM; % of control where 0% means no effect; nearly all actives have a fitted effect of over 35% in size
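Stably transfected U87-MG glioma cells carrying a GRP78-based luciferase sensor; 16 h compound incubation. Luminescence end-point read 10 min after Bright-Glo addition at room temperature.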
Vif-A3G inh: blocks the Vif interaction with human APOBEC3G | Q9HC16 | HeLa A3G-eYFP + Vif (tagged APOBEC3G with the HIV-1 protein that degrades it), YFP fluorescence, overnight | Potency, µM (top dose mostly 46.1 µM), for the others: top-dose activity, negative = active, hits mostly inhibitors | 0.076% of 410,000 active | AID 602310;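 further: potency means the concentration at half of the fitted maximal effect; on the % scale 0 is the no-effect control and ±100 the full control effect; nearly all actives have a fitted effect of over 60% in size; hits raise eYFP signal because A3G escapes Vif-driven loss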
Target sequence (Q9HC16 whole entry, looked up): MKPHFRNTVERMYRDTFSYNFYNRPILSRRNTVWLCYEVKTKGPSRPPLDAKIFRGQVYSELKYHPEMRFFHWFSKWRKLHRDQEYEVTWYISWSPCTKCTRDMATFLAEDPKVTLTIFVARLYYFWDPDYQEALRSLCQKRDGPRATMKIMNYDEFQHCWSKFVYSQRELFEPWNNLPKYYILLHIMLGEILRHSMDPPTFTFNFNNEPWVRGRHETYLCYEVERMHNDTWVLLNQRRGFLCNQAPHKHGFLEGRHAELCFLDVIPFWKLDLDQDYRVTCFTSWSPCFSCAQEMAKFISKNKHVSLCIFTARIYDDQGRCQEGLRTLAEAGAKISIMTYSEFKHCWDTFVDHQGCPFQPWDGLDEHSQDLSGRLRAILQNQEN
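HeLa cells stably expressing Vif and C-terminally eYFP-tagged A3G, seeded overnight at 37 deg C, then exposed to compound by pintool overnight at 37 deg C. Rise in yellow fluorescence (Ex 488/Em 500-530, Acumen) marks blocked Vif-driven A3G degradation.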
mIDH1 inhibitor: inhibitors of human mutant IDH1 R132H | AID 602179 | O75874 | Potency, µM (doses to about 76.6 µM), for the others: at the highest dose activity change, negative = inhibition, most hits filed as inhibitors | IDH1-R132H enzyme, NADPH consumption, diaphorase/resazurin fluorescence | 0.093% of 390,000 active; further: potency means the concentration at half of the fitted maximal effect; on the % scale 0 is the no-effect control and ±100 the full control effect; nearly all actives have a fitted effect of over 65% in size
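IDH1-R132H (0.5 ug/mL) preincubated 30 min with compound, then NADPH (0.016 mM) and alpha-KG (2 mM) added; 80 min at RT, pH 7.5. Remaining NADPH coupled via diaphorase/resazurin to fluorescence (540/590 nm); concentration-response curves normalized to no-enzyme control.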
RXFP1 agonist: RXFP1 (human) receptor agonism | Q9HBX9 | HEK293T-RXFP1 cAMP TR-FRET, 30 min; response scale: percent of porcine relaxin response, buffer zero | AID 2676 | Potency, µM (doses to about 57.5 µM), inactives show top-dose activation, usual class: activators | 0.3% of 370,000 active; further: potency means the concentration at half of the fitted maximal effect; on the % scale 0 is the no-effect control and ±100 the full control effect; nearly all actives have a fitted effect of over 60% in size; many of its hits are not listed in these tables
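cAMP rise read by TR-FRET after 30 min, 37C compound exposure (up to 58 uM) in RXFP1-transfected HEK293 cells with Ro 20174 present. EC50 from Hill-equation fits, with 29 nM porcine relaxin as 100% and buffer as basal.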
USP1 inh: inhibitors of human USP1/UAF1 deubiquitinase; O94782; recombinant USP1/UAF1, Ub-Rhodamine cleavage fluorescence; Potency, µM (highest dose often 57.1 µM), inactives show at the top dose activity change, negative = inhibition, usual class: inhibitors; 0.23% of 390,000 active; further: potency means the concentration at half of the fitted maximal effect; on the % scale 0 is the no-effect control and ±100 the full control effect; nearly all actives have a fitted effect of over 60% in size; inactives centre near -12
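In this screen, compounds sit with the deubiquitinase complex (1nM) for 15 min at room temperature before Ub-Rho is added at 150nM final. Fluorescence rise is then followed for 6 reads every 60 seconds.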
Vif-APOBEC3F blk: inhibitors of Vif-A3F interaction; AID 602313; 0.2% of 390,000 active; Potency, µM (highest dose often 46.1 µM), inactives show at the top dose activity, negative = active; HeLa A3F-eYFP + Vif (tagged APOBEC3F with the HIV-1 protein that degrades it), YFP fluorescence increase; further: potency means the concentration at half of the fitted maximal effect; % of control where 0% means no effect; nearly all actives have a fitted effect of over 65% in size
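Fluorescence increase (Ex 488/Em 500-530) after overnight compound treatment at 37 deg C flags inhibition of Vif-driven A3F-eYFP loss in stable HeLa A3F-eYFP/Vif cells seeded overnight beforehand.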
LDHA block: blocks human lactate dehydrogenase A | P00338 | purified LDHA, NADH/diaphorase-resazurin fluorescence; active compounds read low | activity change, % (values are at about 110 or 230 µM) | 0.15% of 480,000 active; in the data active means activity change below about -30%; inconclusive means mostly about -25% to -30%;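 further: plate controls were DMSO wells for no effect and wells without enzyme for full effect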
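LDH5 2 nM; NADH 0.06 mM, pyruvate 0.2 mM; 200 mM Tris pH 7.4, EDTA, Tween-20; 5 min RT. Detection: diaphorase 0.133 mg/mL + resazurin 37 µM, fluorescence ex540/em590 at 0 and 20 min; normalized to enzyme-free and DMSO wells.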
TrxR1 substrate: rat thioredoxin reductase 1 substrate activity; O89049; purified TrxR1 substrate turnover, NADPH consumption readout; Potency, µM (series often up to 114 µM), inactives show top-dose activity change, negative = substrate turnover; 0.01% of 390,000 active; AID 588456; further: potency means the concentration at half of the fitted maximal effect; on the % scale 0 is the no-effect control and ±100 the full control effect; nearly all actives have a fitted effect of over 50% in size
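Rat TrxR1, dispensed at 90 nM, was prereduced with 400 uM NADPH (final) for 5 min at ~22 deg C, then incubated with compound 15 min before 400 uM selenite. A first-read NADPH fluorescence drop versus no-compound background flagged substrates.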
Starred values were filed as active, the others as inactive; [ ] = another dose, or the depositor's remark. Unless noted, the call rests on the fitted dose curve; in most records, active means well fitted curve in the direction sought with a large enough effect; inconclusive means small, poorly fitted or top-dose-only effect, or another doubt; inactive means no such curve, though single readings can be large; an effect the other way counts as inactive or inconclusive. The list is partial (hit frequency here may not be typical).

C=CCNC(=S)Nc1cc(S(=O)(=O)N2CCOCC2)ccc1-n1cncn1 was read as PI4K2A block 4, Glioma ERSR ind -3%, Vif-A3G inh 0%, mIDH1 inhibitor -1%, RXFP1 agonist -2.1%, USP1 inh -10%, Vif-APOBEC3F blk -5%, LDHA block -13 and TrxR1 substrate -2%.
For OC[C@H]1O[C@@H](c2nc(-c3ccc(Br)cc3)no2)C[C@@H]1O the results were PI4K2A block -2, Glioma ERSR ind -1%, Vif-A3G inh 1% and LDHA block -5.
`CCOc1ccc(-c2oc3cc(Cl)ccc3c(=O)c2O)cc1OC` gave PI4K2A block -4, Glioma ERSR ind 1%, Vif-A3G inh -1%, mIDH1 inhibitor -1%, RXFP1 agonist inconclusive, USP1 inh -20%, Vif-APOBEC3F blk -1%, LDHA block 5 and TrxR1 substrate -1%.
`Cc1ccc(CNC(=O)C2CCN(S(=O)(=O)c3ccc4c(c3)oc(=O)n4C)CC2)cc1` gave PI4K2A block 1, Glioma ERSR ind -1%, Vif-A3G inh 5%, mIDH1 inhibitor 6%, RXFP1 agonist 1.3%, USP1 inh -32%, Vif-APOBEC3F blk -9%, LDHA block 6 and TrxR1 substrate -3%.
`CNS(=O)(=O)c1cc(NC(=O)c2cncn2-c2ccccc2)ccc1C` gave PI4K2A block -2, Glioma ERSR ind 8%, Vif-A3G inh -2%, mIDH1 inhibitor 3%, RXFP1 agonist 3.0%, USP1 inh -19%, Vif-APOBEC3F blk -1%, LDHA block 0 and TrxR1 substrate 5%.
For O=C(c1ccccc1F)N1CCN(c2ccc([N+](=O)[O-])c(NCC3CCCO3)c2)CC1 (centres undefined) the results were PI4K2A block 2, Glioma ERSR ind -1%, Vif-A3G inh 1%, mIDH1 inhibitor 4%, RXFP1 agonist 0.9%, USP1 inh -10%, Vif-APOBEC3F blk -3%, LDHA block 2 and TrxR1 substrate -5%.
Screening O=C(NCc1ccc(F)cc1)c1ccc(CSCc2cccc(Cl)c2)o1 returned PI4K2A block 1, Glioma ERSR ind -4%, Vif-A3G inh 1%, mIDH1 inhibitor -10%, RXFP1 agonist -0.1%, USP1 inh -19%, Vif-APOBEC3F blk 0%, LDHA block -1 and TrxR1 substrate -5%[57.1 µM].
Screening COc1ccc(Cc2nc3ccc(C(=O)N4CCCC4)cc3o2)cc1OC returned PI4K2A block 0, Glioma ERSR ind 0%, Vif-A3G inh 6%, mIDH1 inhibitor -12%, RXFP1 agonist -0.8%, USP1 inh -8%, Vif-APOBEC3F blk 8%, LDHA block -3 and TrxR1 substrate -7%.
Screening CC(NC(=O)C1CCN(CCOc2ccc(Cl)cc2)CC1)c1cccc2ccccc12 (centres undefined) returned PI4K2A block -1, Glioma ERSR ind -6%, Vif-A3G inh -5% and LDHA block -5.
Screening Cc1ccc(N(CC(=O)NCc2ccco2)C(=O)CCC(=O)Nc2nccs2)cc1 returned PI4K2A block -1, Glioma ERSR ind -2%, Vif-A3G inh 1%, mIDH1 inhibitor 7%, RXFP1 agonist 0.6%, USP1 inh inconclusive, Vif-APOBEC3F blk -15%, LDHA block -4 and TrxR1 substrate 5%.
`Cc1cnc(Nc2nc3ccccc3o2)nc1C(=O)Nc1cccc(C(F)(F)F)c1` gave PI4K2A block -3, Glioma ERSR ind inconclusive, Vif-A3G inh -24%, mIDH1 inhibitor -10%, RXFP1 agonist -0.3%, USP1 inh -2%, LDHA block -4 and TrxR1 substrate -5%.
N#C/C(=C/c1ccc(OCc2ccc(C(=O)O)cc2)cc1)C(=O)Nc1ccccc1 was read as PI4K2A block -3, Glioma ERSR ind -2%, Vif-A3G inh -2%, mIDH1 inhibitor -6%, RXFP1 agonist -2.3%, USP1 inh -16%, Vif-APOBEC3F blk -2%, LDHA block -8 and TrxR1 substrate -2%.
Cc1cccc(C)c1NC(=S)NNc1ncc(C(F)(F)F)cc1Cl was read as PI4K2A block -4, Glioma ERSR ind -1%, Vif-A3G inh 0%, mIDH1 inhibitor -3%, RXFP1 agonist -0.5%, USP1 inh 4%, Vif-APOBEC3F blk -5%, LDHA block -3 and TrxR1 substrate -5%.
For O=c1[nH]c2cc3c(cc2cc1C(c1nnnn1CC1CCCO1)N1CCCCCC1)OCCO3 (centres undefined) the results were PI4K2A block 3, Glioma ERSR ind -4%, Vif-A3G inh 1%, mIDH1 inhibitor -3%, RXFP1 agonist -0.8%, USP1 inh -14%, Vif-APOBEC3F blk 1%, LDHA block 14 and TrxR1 substrate 14%.
For O=C(COC(=O)c1ccccc1O)Nc1ncc(Cl)cc1Cl the results were PI4K2A block -5, Glioma ERSR ind -3%, Vif-A3G inh 0%, mIDH1 inhibitor 6%, RXFP1 agonist 7.6%, USP1 inh -26%, Vif-APOBEC3F blk 2%, LDHA block -1 and TrxR1 substrate 2%.
For O=C(c1ccc(F)cc1F)N1CCN(c2ccccn2)CC1 the results were PI4K2A block 4, Glioma ERSR ind -3%, Vif-A3G inh -1%, mIDH1 inhibitor -5%, RXFP1 agonist 2.5%, USP1 inh 6%, Vif-APOBEC3F blk -14%, LDHA block -16 and TrxR1 substrate 2%.
`COc1cc(C(O)c2nc3ccccc3n2C)cc(OC)c1OC` (centres undefined) gave PI4K2A block 4, Glioma ERSR ind -6%, Vif-A3G inh -1%, mIDH1 inhibitor 1%, RXFP1 agonist 3.0%, USP1 inh -10%, Vif-APOBEC3F blk 2%, LDHA block -1 and TrxR1 substrate -7%[57.1 µM].
`CC(OC(=O)CCC(=O)c1ccc(Cl)s1)C(=O)NC1(C#N)CCCCC1` (centres undefined) gave PI4K2A block 1, Glioma ERSR ind 0%, Vif-A3G inh 1%, mIDH1 inhibitor 2%, RXFP1 agonist 14%, USP1 inh -7%, Vif-APOBEC3F blk 9%, LDHA block -8 and TrxR1 substrate -4%.
O=C1CN(C(=O)CNCc2cccc(Cl)c2)c2ccccc2N1 was read as PI4K2A block 1, Glioma ERSR ind -6%, Vif-A3G inh 0%, mIDH1 inhibitor -13%, RXFP1 agonist -0.7%, USP1 inh -23%, Vif-APOBEC3F blk 0%, LDHA block -11 and TrxR1 substrate 4%.
For COC(=O)c1c(-c2ccc(F)cc2)csc1NC(=O)C1CCCO1 (centres undefined) the results were PI4K2A block 1, Glioma ERSR ind 8%, Vif-A3G inh 0%, mIDH1 inhibitor -1%, RXFP1 agonist 0.7%, USP1 inh -6%, Vif-APOBEC3F blk -15%, LDHA block -5 and TrxR1 substrate -13%[57.1 µM].
For CCCCNC(=O)C1(C)CCC(=O)N1C1CC1 (centres undefined) the results were PI4K2A block -1, Glioma ERSR ind -3%, Vif-A3G inh 0% and LDHA block -8.
`CCc1nc(SCc2ccccn2)[nH]c(=O)c1C` gave PI4K2A block 4, Glioma ERSR ind 2%, Vif-A3G inh -3%, mIDH1 inhibitor 14%, RXFP1 agonist 0.2%, USP1 inh inconclusive, Vif-APOBEC3F blk 0%, LDHA block 1 and TrxR1 substrate 14%[57.1 µM].
Screening COc1ccc(OCCC(=O)N2CCCCC2)cc1 returned PI4K2A block 5, Glioma ERSR ind -1%, Vif-A3G inh 1%, mIDH1 inhibitor 11%, RXFP1 agonist -0.5%, USP1 inh -12%, Vif-APOBEC3F blk -12%, LDHA block -4 and TrxR1 substrate 3%.
Cn1cccc1Cc1nnc(SCC(=O)N2CCc3ccccc32)n1-c1ccc(F)cc1 was read as PI4K2A block 3, Glioma ERSR ind -3%, Vif-A3G inh -5%, mIDH1 inhibitor 16%, RXFP1 agonist 1.5%, USP1 inh -9%, Vif-APOBEC3F blk -24%, LDHA block 0 and TrxR1 substrate 3%[57.1 µM].
FC(F)(F)c1cccc(CNC2c3ccccc3-c3ccccc32)c1 was read as PI4K2A block 4, Glioma ERSR ind -5%, Vif-A3G inh -2%, mIDH1 inhibitor 3%, RXFP1 agonist -1.0%, USP1 inh -20%, Vif-APOBEC3F blk inconclusive, LDHA block -12 and TrxR1 substrate 7%[57.1 µM].
